Screening results: PubChem, National Center for Advancing Translational Sciences (NCATS)
AmpC no deterg = inhibitors of E. coli AmpC beta-lactamase without detergent; AmpC nitrocefin hydrolysis, absorbance 480 nm, 0.0001% Triton; Potency, µM (highest dose often 57.1 µM), without a hit: at the highest dose activity change, negative = inhibition, hits mostly inhibitors; actives 0.52% (n = 330,000); AID 485341;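 also: potency is read from the fitted curve at half-maximal effect; plate controls were no compound for no effect and no enzyme for full effect; nearly all actives have a fitted effect of over 20% in size; some results filed as inactive show a strong effect at the top dose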
Target sequence (P00811 whole entry, looked up): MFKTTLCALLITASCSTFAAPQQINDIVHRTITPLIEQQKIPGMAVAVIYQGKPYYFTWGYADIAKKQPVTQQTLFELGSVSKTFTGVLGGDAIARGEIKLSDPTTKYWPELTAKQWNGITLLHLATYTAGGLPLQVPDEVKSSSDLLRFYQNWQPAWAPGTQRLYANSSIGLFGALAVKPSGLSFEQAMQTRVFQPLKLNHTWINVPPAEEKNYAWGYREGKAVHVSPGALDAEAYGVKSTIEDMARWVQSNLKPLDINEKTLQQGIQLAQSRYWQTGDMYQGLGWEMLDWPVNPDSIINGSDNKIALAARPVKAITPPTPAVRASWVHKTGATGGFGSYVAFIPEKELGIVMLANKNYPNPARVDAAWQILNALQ
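20 mM phosphate pH 7.0 + 0.01% (detergent screen) or 0.0001% Triton X-100; 5.3 nM AmpC reagent; cpd preinc 15 min RT; nitrocefin (800 uM stock) to start; A480 q20 s × 4 min; Activity was normalised to no-enzyme and no-compound control wells.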
Shiga toxin inh = Shiga toxin inhibition | AID 2315 | Vero cells, Shiga toxin protein synthesis inhibition reporter | actives 9.2% (n = 290,000) | inhibition, % at 38.7 µM; in the data active = inhibition mostly above about 28%, no sharp cut-off; inactive = mostly below about 43%; also: 0% is about no effect
HCMV antiviral = inhibitors of human cytomegalovirus. HFF cells, HCMV-luciferase reporter, 72 h; stronger effect = lower value. activity change, negative = inhibition, % at 57.5 µM. actives 4.5% (n = 410,000). AID 1259415; in the data active = activity change below about -60%; inconclusive = no clear call, values can overlap the other calls; inactive = above about -39%; also: % is scaled to controls: 0 for no effect and ±100 for the full control effect
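Two-dose cell screen: HFF monolayers treated with compounds and infected with luciferase-expressing HCMV at 1 PFU/cell, 72 h at 37C, then lysed for luciferase measurement.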
AmpC inh detg = blocks E. coli AmpC beta-lactamase in detergent assay; P00811; AmpC hydrolysis of nitrocefin, absorbance 480 nm, 0.01% Triton; Potency, µM (highest dose often 114 µM), inactives show top-dose activity change, negative = inhibition, most hits filed as inhibitors; actives 0.041% (n = 370,000); AID 485294;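 also: potency is read from the fitted curve at half-maximal effect; 0% = no-compound wells and -100% = no-enzyme wells; nearly all actives have a fitted effect of over 25% in size; some results filed as inactive show a strong effect at the top dose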
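AmpC (5.3 nM in the dispensed reagent) in 20 mM phosphate pH 7.0 with 0.01% (detergent screen) or 0.0001% Triton X-100 was preincubated with compounds for 15 min at room temperature. Nitrocefin was then added from an 800 uM solution, and hydrolysis was followed at 480 nm.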
FBPA Giardia inh = blocks Giardia fructose-bisphosphate aldolase activity | actives 0.71% (n = 290,000) | purified Giardia FBPA | AID 2451 | Potency, µM (top dose mostly 59.6 µM), for the others: at the highest dose activity, negative = inhibition, most hits filed as inhibitors | A8B2U2; also: potency is read from the fitted curve at half-maximal effect; % is scaled to controls: 0 for no effect and ±100 for the full control effect; nearly all actives have a fitted effect of over 55% in size
Target sequence (A8B2U2 whole entry, looked up): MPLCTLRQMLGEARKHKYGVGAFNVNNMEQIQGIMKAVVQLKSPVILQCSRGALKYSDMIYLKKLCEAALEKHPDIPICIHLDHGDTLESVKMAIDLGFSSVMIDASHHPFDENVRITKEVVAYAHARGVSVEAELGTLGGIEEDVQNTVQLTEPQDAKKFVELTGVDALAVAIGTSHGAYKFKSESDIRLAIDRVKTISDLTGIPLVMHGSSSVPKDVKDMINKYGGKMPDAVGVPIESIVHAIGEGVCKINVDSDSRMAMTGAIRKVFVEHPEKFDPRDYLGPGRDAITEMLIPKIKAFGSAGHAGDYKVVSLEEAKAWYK
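Giardia FBPA (40 nM reagent) was preincubated 10 min at RT with compound (up to 57.5 uM final), then substrate plus GAPDH/TPI/NAD/arsenate coupling system with diaphorase/resazurin was added; resorufin fluorescence (525/598 nm) was read after 20 min.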
CHX counter = counter-screen hit for Shiga toxin inhibitors, cycloheximide | cell reporter, cycloheximide protein synthesis inhibition counterscreen | max response, % | actives 12% (n = 300,000) | AID 2314; in the data active = max response mostly above about 13%, no sharp cut-off; inactive = mostly below about 14%; also: read at 38.3 µM for the half of the compounds with a filed dose; 0% is about no effect
AMA1-RON2 inh = inhibitors of Plasmodium falciparum AMA1-RON2 interaction; AlphaScreen AMA1-biotinylated RON2 peptide binding; Potency, µM (doses to about 58.2 µM), for inactives: top-dose activity change, negative = inhibition, actives largely listed as inhibitors; actives 0.2% (n = 360,000); AID 720542;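 also: potency is read from the fitted curve at half-maximal effect; 0% = vehicle wells and -100% = peptide control; nearly all actives have a fitted effect of over 45% in size; some results filed as inactive show a strong effect at the top dose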
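AMA1 (3D7) with his tag at 25 nM final met compounds first, then biotinylated RON2 peptide at 25 nM; detection used donor plus acceptor beads, 10 µg/mL apiece, read by AlphaScreen after 30 min at room temperature.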
* marks the source's active call; other numbers are inactive results; ? = inconclusive; · = no result given; & = joins results of further samples; [ ] = another dose, or the depositor's remark. Unless noted, calls follow the shape of the dose curve; as a rule, active = well fitted curve in the direction sought with a large enough effect; inconclusive = small, poorly fitted or top-dose-only effect, or another doubt; inactive = no such curve, though single readings can be large; an effect the other way counts as inactive or inconclusive.

Structure	AmpC no deterg	Shiga toxin inh	HCMV antiviral	AmpC inh detg	FBPA Giardia inh	CHX counter	AMA1-RON2 inh
O=C(Nc1cccc(-c2nc3ccccc3s2)c1)C1=COCCO1	17%	50*	51	1%	2%	44*	5%
CC(=O)C1=C(O)C(=O)N(c2nccs2)C1c1ccc(Br)cc1 (stereo unspecified)	-29%	3	-31	-2%	7%	-4	-2%
CN1C(=O)CSc2ccc(NC(=O)NCc3cccnc3)cc21	-42%	-7	-61*	-3%	6%	-4	-5%
CC1(C)C(C(=O)N2CCN(C(=O)c3ccccc3)CC2)C1(C)C	7%	15	-23	?	-7%	-7	-2%
Cc1nn(-c2ccccc2)c(N2CCCC2)c1/C=N/Nc1ccc(S(=O)(=O)Nc2ccccc2)cc1[N+](=O)[O-]	-5%	7	?	10%	6%	-3	?
COc1cc(/C=N\Nc2ccc([N+](=O)[O-])cn2)ccc1OCC(=O)O	-17%	31	·	-3%	-24%	16	·
CCc1cc2c(=O)oc(-c3ccc(Br)cc3)nc2s1	-14%	-7	-16	2%	7%	7	-9%
NC(=O)c1ccc[n+]([C@H]2O[C@@H](COP(=O)([O-])OP(=O)(O)OC[C@H]3O[C@@H](n4cnc5c(N)ncnc54)[C@H](O)[C@@H]3O)[C@H](O)[C@@H]2O)c1	-8%	·	·	-2%	·	·	21%
Cc1ccc(CN2C(=O)CSC2c2ccc(F)cc2)cc1 (stereo unspecified)	-1%	-7	-27	1%	-15%	-1	-4%
C/C(=N\NC(=O)C1CC1)c1ccccc1Br	-6%	4	42	-5%	-2%	-1	-16%
COC(=O)COc1cccc(NC(=O)c2cccc(C)c2)c1	-2%	20	4	3%	1%	17*	6%
CCOCC(=O)Nc1nc(-c2ccccc2)c(CC)s1	-17%	-16	21	2%	-1%	-2	-7%
COc1ccc(N(CC(=O)NCc2ccco2)S(=O)(=O)c2c(C)nn(C)c2C)cc1	13%	4	42	-6%	4%	-1	9%
COCC(=O)Nc1nnc(Cc2ccc(OC)cc2)s1	-11%	12	-5	2%	-2%	-1	-26%
NS(=O)(=O)c1ccc(CCNC(=O)CN2C(=O)NC(c3ccccc3)(c3ccccc3)C2=O)cc1	-34%	·	-9	·	·	·	-1%
c1cncc(CNc2ncnc3sc4c(c23)CCCC4)c1	-21%	-2	?	-3%	6%	8	15%
CCN(CC)CCCN=Cc1c(O)n(CCc2ccc(OC)c(OC)c2)c(=O)[nH]c1=O	-21%	-9	3	-19%	-4%	-2	7%
CCOc1cccc(CN2CCC(Oc3ccc(C(=O)NCc4ccccn4)cc3)CC2)c1	45%	-12	-7	?	3%	3	2%
NS(=O)(=O)c1ccc(CCNC(=O)C(=O)NCC2OCCN2S(=O)(=O)c2cc(F)ccc2F)cc1 (stereo unspecified)	-13%	12	8	-17%	11%	1	-4%
CN(C)CCCN1C(=O)c2oc3ccccc3c(=O)c2C1c1cccs1 (stereo unspecified)	37%	24*	-6	-16%	-4%	22*	-3%
COc1ccc(COc2ccsc2C(=O)Nc2ccc(Cl)c(Cl)c2)cc1	-29%	16	?	-3%	2%	10	-5%
CC(C)=CC1C(C(=O)Nc2ccc(S(=O)(=O)N3CCOCC3)cc2)C1(C)C (stereo unspecified)	50%	·	?	-12%	·	·	-9%
O=C(O)[C@H]1C[C@@H](CP(=O)(O)O)CCN1	·	-8	·	·	12%&-9%	4	·
COc1cc(SC)ccc1C(=O)NCCCn1ccnc1	-7%	-7	-8	3%	-6%	-1	-17%
COc1ccc(-c2onc3ccc(C(=O)/C=C/N(C)C)cc23)cc1	-14%	-7	25	-17%	-6%	-3	1%
O=C(CN1C(=O)c2cccc3cccc1c23)N1CCN(c2ccc(F)cc2)CC1	-9%	17	-8	-2%	4%	15	1%
CCN(CC)C(=O)c1cn(CCC#N)nc1-c1ccc2c(c1)OCCO2	-5%	2	77	4%	1%	-1	38%[activator]
COc1ccc(Cc2nc(-c3ccc(-n4cccc4)cc3)no2)cc1OC	8.9µM*	14	?	0%	-6%	14	?
COc1cccc(C(=O)Cn2c(NCCO)nc3ccccc32)c1	-16%	19	?	0%	-3%	-4	-13%
Cc1cccc(OCC(=O)Nc2ccc3nc(C)sc3c2)c1	4%	63*	-36	-11%	-7%	10	24%
CN(CC(=O)Nc1ccccc1Cl)C(=O)c1ccc(N2C(=O)CCC2=O)cc1	-32%	·	-13	0%	·	·	9%
COc1ccc(-c2ccccc2C2C3C=CCCC3(C)C(=O)N2Cc2ccccc2)cc1 (stereo unspecified)	·	-2	·	·	-4%	2	·
CC(C)C(=O)Nc1nnc(SCC(=O)NC2CCCC2)s1	-16%	22	16	-4%	4%	-4	6%
Cc1ccc2c(cnn2C(=O)CCCC(=O)NCc2ccc(F)cc2)c1	0%	26*	28	-15%	-5%	11*	-2%
CCOC(=O)c1c(C)[nH]c(C(=O)C(C)Sc2ccc(Cl)cc2)c1C (stereo unspecified)	-44%	107	75	-4%	·	19*	-17%
CN(CCCNC(=O)C1CCN(S(=O)(=O)N2CCC3(CC2)OCCO3)CC1)Cc1ccccc1	2%	-16	-30	-3%	3%	-2	-4%
Cc1cnc(=O)[nH]c1SCc1ccccc1F	6%	0	19	?	-9%	-3	-16%
Cc1ccc(C)c(OCC(=O)Nc2ccc(S(=O)(=O)Nc3onc(C)c3C)cc2)c1	-22%	-1	7	-1%	9%	-3	-4%
C=C(C)C1CCC(C)=C1CC(C)(C)/C=N\n1cnnc1 (stereo unspecified)	46%	-15	0	?	-1%	-2	-2%
O=C(CN1CCOCCOCCOCCOCC1)Nc1ccccc1	-12%	48*	0	?	2%	26*	0%
COC(=O)c1cc2oc(C)cc2n1CC(=O)Nc1cc(C)cc(C)c1	-33%	-12	-1	-8%	-1%	-3	-11%
O=C(c1c[nH]c2ccccc12)N1CCOCC1	-10%	-8	-21	?	-1%	2	-2%
CCc1ccc[n+](-c2nc3ccccc3nc2C(=C=[N-])C#N)c1	-21%	-4	?	6%	-12%	-3	-5%
Cc1ccc2nc(C)c(C(=O)N/N=C/c3cccc([N+](=O)[O-])c3)cc2c1	15%	7	?	2%	-1%	-2	-3%
CC(Oc1ccccc1)C(=O)Nc1ccc(S(=O)(=O)Nc2nccs2)cc1 (stereo unspecified)	-32%	-16	-31	5%	-2%	-4	1%
Cc1ccc(S(=O)(=O)N2CCSC2=Nc2ccccc2)cc1	-22%	6	·	-11%	7%	-2	·
O=C(c1ccncc1)N1CCN(S(=O)(=O)c2ccccc2Br)CC1	-14%	·	3	6%	·	·	8%[11.6 µM]
CC(=O)c1ccc(S(=O)(=O)NC2CC(=O)N(c3ccc4c(c3)OCCO4)C2)cc1 (stereo unspecified)	-18%	·	5	-13%	·	·	6%
CCN(Cc1ccc(O)cc1)CC1CCCN(CCc2cccc(F)c2)C1 (stereo unspecified)	-24%	·	4	-16%	0%	-3	7%
CCN1CCCC1CNC(=O)C1c2ccccc2C(=O)N(CCOC)C1c1ccc(F)cc1 (stereo unspecified)	45%	21	6	3%	-21%	-4	3%

The list goes on.
Structure	AmpC no deterg	Shiga toxin inh	HCMV antiviral	AmpC inh detg	FBPA Giardia inh	CHX counter	AMA1-RON2 inh
CCN(CC)S(=O)(=O)c1cc(C(=O)n2cccn2)c(Cl)cc1Cl	-1%	-11	-8	-5%	10%	9	10%
COc1ccc(CNC(=O)C(=O)NCC2OCCN2S(=O)(=O)c2ccc(F)cc2)cc1 (stereo unspecified)	-14%	32*	-20	3%	·	28*	-3%
Cc1cc(S(=O)(=O)NCCCN2CCOCC2)c(C)cc1Cl	43%	-12	5	4%	·	-2	3%
CN(CCCC1CCCC1)C(=O)c1cc(COc2ccc(F)c(F)c2)on1	42%	10	-8	5%	2%	12	68%[activator]
CC(C)NCC(O)COC1C2CC3CC(C2)CC1C3 (stereo unspecified)	-11%	-4	-25	4%	-2%	1	-3%
COCCn1nnnc1C(c1cc2cc(OC)ccc2[nH]c1=O)N1CCC(Cc2ccccc2)CC1 (stereo unspecified)	-1%	14	65	?	-20%	1	6%
CCCN(CCC)CCNC(=O)CCC(=O)Nc1ccc2nc(N3CCN(C)CC3)cc(C)c2c1	-17%	-10	-25	0%	-27%	-1	-5%
CC(C)[C@H](NC(=O)c1ccccc1F)C(=O)OCC(=O)Nc1sccc1C(N)=O	-13%	·	0	·	·	·	1%
N#C/C(=C\c1c(N2CCCCCC2)nc2ccccn2c1=O)C(N)=O	-32%	4	?	0%	1%	-2	-4%
Cc1cc(F)ccc1S(=O)(=O)N1CCCCC1CCNC(=O)C(=O)NCCN1CCOCC1 (stereo unspecified)	103%[activator]	·	-26	0%	·	·	1%
Cc1c(Cl)cccc1NC(=S)N1CCN(C(=O)c2ccco2)CC1	4%	-35	-1	3%	·	7	-4%
CCCCn1c(N)c(N(CCOC)C(=O)CCNC(=O)c2ccc(Cl)cc2)c(=O)[nH]c1=O	-11%	·	-1	-20%	·	·	-11%
O=C(COC(=O)/C=C/c1ccccc1)NNC(=O)c1ccccc1F	-27%	·	0	?	·	·	126%[activator]
CCOc1ccc(OCCCC(=O)NCCOc2ccccc2OC)cc1	77%[activator]	-7	16	-2%	·	-3	6%
